# Screens from PubChem.
# FXIIa single – inhibitors of human coagulation factor XIIa. P00748. purified human FXIIa, AMC substrate fluorescence, 2 h. inhibition, % at 10 µM. 33,000 compounds, 0.2% hits. AID 701; in the data active means inhibition above about 30%;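 further: 0% = enzyme with vehicle only and 100% = no enzyme blank; many of its hits are not listed in these tables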
# Target sequence (P00748 20-372 limits assumed): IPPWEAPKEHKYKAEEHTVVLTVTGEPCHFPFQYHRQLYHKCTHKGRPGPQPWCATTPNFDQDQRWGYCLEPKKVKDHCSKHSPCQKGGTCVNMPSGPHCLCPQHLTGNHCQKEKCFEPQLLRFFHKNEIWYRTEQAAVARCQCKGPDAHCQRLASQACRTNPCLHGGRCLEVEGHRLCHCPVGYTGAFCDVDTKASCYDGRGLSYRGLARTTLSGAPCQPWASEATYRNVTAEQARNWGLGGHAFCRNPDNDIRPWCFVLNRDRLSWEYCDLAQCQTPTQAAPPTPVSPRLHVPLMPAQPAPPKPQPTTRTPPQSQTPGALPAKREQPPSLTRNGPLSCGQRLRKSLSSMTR
# Target sequence (P00748 373-615 limits assumed): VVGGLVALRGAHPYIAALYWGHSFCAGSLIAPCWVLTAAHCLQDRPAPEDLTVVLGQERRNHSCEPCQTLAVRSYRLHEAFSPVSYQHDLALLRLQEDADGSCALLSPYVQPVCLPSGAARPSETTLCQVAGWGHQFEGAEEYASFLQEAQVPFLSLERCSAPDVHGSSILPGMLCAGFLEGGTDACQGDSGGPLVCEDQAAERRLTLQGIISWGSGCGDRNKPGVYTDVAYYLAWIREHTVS
# FXIa inh – blocks human coagulation factor XIa activity | purified human FXIa, fluorogenic AMC substrate cleavage | 33,000 compounds, 0.3% hits | inhibition, % at 10 µM;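 active means inhibition above 40% in the primary screen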;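 further: 0% = enzyme without compound and 100% = blank wells lacking enzyme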
# * hit, by the source's call.
FXIIa single	FXIa inh	SMILES
9	11	Cc1ccc(NC(=S)NCc2cccs2)c(C)c1
8	7	Cc1nn(CC(=O)NCc2ccc(OC(C)C)cc2)c(=O)c2cc3occc3n12
1	3	O=C(Nc1ccc(N2CCOCC2)c(Cl)c1)c1ccc(F)cc1
3	-1	Cc1nn(-c2cccc(C(F)(F)F)c2)c(Cl)c1/C=N/n1cnnc1
-2	-3	O=C1CCC(=O)N1OCCCOc1ccc2c(c1)CCC2
3	-3	Cc1sc(NC(=O)c2cccs2)c(C(=O)OC(C)C)c1C
2	-1	CCCc1cc(N2CCN(c3ccccn3)CC2)n2nc(C)c(-c3ccccc3)c2n1
7	8	COc1ccccc1CNC(=O)COC(=O)c1n[nH]c2ccccc12
6	-6	COc1ccc(S(=O)(=O)N(C)CC(=O)NCc2ccco2)cc1
-2	-2	O=C(Nc1ccccc1C(=O)O)c1cccc(F)c1
17	-4	COc1ccc(N2C(=O)C(Cl)=C(NCc3ccccc3)C2=O)cc1
0	-3	CCCCn1cnc2c([nH]c3cc(OC)ccc32)c1=O
6	4	Cc1ccc(-n2c(=O)cc(N3CCc4ccccc4C3)[nH]c2=O)cc1
5	-10	O=C(CCCN1C(=O)c2ccccc2C1=O)NCc1ccco1
4	-4	CCOC(=O)C1CCCCN1Cc1cccc(C(F)(F)F)c1 (stereo unspecified)
10	3	Cc1csc(NC(=O)c2c(O)c3c(n(CC(C)C)c2=O)CCCC3)n1
10	-5	Cc1ccccc1-n1nc(C)c2cc(C(=O)NC3CC3)sc21
6	-3	COC(=O)c1c(C)[nH]c(C(=O)CSc2ccc(Cl)cc2)c1C
-13	0	CN(C)c1ccc(-c2nnn(Cc3ccccc3Br)n2)cc1
5	-3	O=C(Nn1c(O)c(C=C2N=c3ccccc3=N2)sc1=S)c1ccccc1

# Complete entries, looked up by structure. Order of screens: FXIIa single | FXIa inh
# `Cc1sc(NC(=O)c2cccs2)c(C(=O)OC(C)C)c1C` is listed as 3 | -3
# `Cc1csc(NC(=O)c2c(O)c3c(n(CC(C)C)c2=O)CCCC3)n1` is listed as 10 | 3
# `Cc1ccccc1-n1nc(C)c2cc(C(=O)NC3CC3)sc21` is listed as 10 | -5
# `CCCc1cc(N2CCN(c3ccccn3)CC2)n2nc(C)c(-c3ccccc3)c2n1` is listed as 2 | -1
# `Cc1nn(CC(=O)NCc2ccc(OC(C)C)cc2)c(=O)c2cc3occc3n12` is listed as 8 | 7

# Continuation:
FXIIa single	FXIa inh	SMILES
-1	13	Cc1cccc(N2CCN(C(=O)c3cccc(N4C(=O)C5CC=CC(C)C5C4=O)c3)CC2)c1C (stereo unspecified)
4	-1	Cc1nc2c([nH]c3ccc(Br)cc32)s1
-10	17	CCC(C)N=CC1=C(O)CC(c2ccccc2)CC1=O (stereo unspecified)
4	3	O=C(Cn1c(=O)n(Cc2ccco2)c(=O)c2c3c(sc21)CCCC3)Nc1ccccc1
-12	2	CC(NC(=O)Cc1cccs1)c1ccncc1 (stereo unspecified)
-1	-6	COC(=O)c1ccccc1NC(=O)C1CC(=O)N(c2ccc(C)cc2)C1 (stereo unspecified)
-14	2	COc1ccc(CN(C(C)=O)c2cccc(C)c2C)cc1
-3	7	CCOC(=O)c1sc2nccc(N(C)C)c2c1N=CNOC
3	13	COCCCN1C(=O)c2ccc(C(=O)Nc3ccccc3OC)cc2C1=O
-1	-1	Cc1cc(OCC(=O)c2ccc(Br)cc2)ccc1N1C(=O)CCC1=O
4	3	COc1cc(S(=O)(=O)NC2CCCCC2)ccc1F
8	7	Nc1cccc(C(=O)O)c1
-13	-18	COc1cccc(-c2nnc(NC(=O)C(C)C)o2)c1
6	-8	COc1ccc(CCn2c3c(c(=O)[nH]c2=O)C(NC(=O)c2cccs2)(C(F)(F)F)C(=O)N3)cc1OC (stereo unspecified)
6	-11	COc1cccc(NC(=O)CSc2nnc(-c3ccoc3C)n2CC2CCCO2)c1 (stereo unspecified)
11	-4	CC(Oc1ccccc1)C(=O)Nc1ccccc1O (stereo unspecified)
3	4	O=C1CC(NCc2ccccc2F)C(=O)N1c1ccccc1 (stereo unspecified)
3	-2	CCOc1ccc(N2C(=O)CN=C2Nc2ccccc2Cl)cc1
18	-1	CCN(CC)S(=O)(=O)c1cccc(C(=O)NC(C(=O)Nc2nnc(C)s2)C(C)C)c1 (stereo unspecified)
-12	2	COc1cc2c(cc1OC)C(C(C)C)=NC(C)(C)C2

# Additional compounds:
FXIIa single	FXIa inh	SMILES
5	-1	Cc1nc(Nc2ccc(F)cc2)[nH]c(=O)c1CCC(C)C
-17	-5	COc1ccc(-c2cc3nc[nH]c(=O)c3s2)cc1
-11	16	CCOC(=O)c1c(NC(=O)c2cc(C(C)C)on2)sc(C(C)=O)c1C
3	-9	O=S(=O)(Cc1ccc(Cl)cc1)CC(O)COCc1ccccc1 (stereo unspecified)
9	5	COCCNC(=O)C1(C)Oc2ccccc2NC1=O (stereo unspecified)
7	2	Cc1ccc(N2C(=O)c3ccc(C(=O)N4CCN(c5cccc(C)c5C)CC4)cc3C2=O)cc1
11	-1	CC(C)CNC(=O)C1CCCN1S(=O)(=O)c1ccc(Cl)cc1 (stereo unspecified)
1	-8	CCN(CCNC(=O)C1CCCN(S(=O)(=O)CC)C1)c1ccccc1 (stereo unspecified)
11	2	CN(CCc1ccccn1)C(=O)Nc1ccc(F)cc1
1	-8	COc1ccc(CCN2CC(O)=C(c3nc(C)cs3)C2=N)cc1OC
3	-1	Cc1cccc(N(CC(=O)NC2CCCCC2)C(=O)CCCC(=O)Nc2ccccn2)c1
6	4	Cn1c(Cc2ccccc2)nnc1SCC(=O)c1cccs1
2	-1	CCc1ccc(CCC(=O)Nc2ccc(OC)cc2)o1
-10	0	Brc1ccc(-c2nnc(-c3ccccc3)o2)o1
1	-2	CCOC(=O)c1cccc(N2C(=O)C3C(C2=O)C2C=CC3C23CC3)c1 (stereo unspecified)
-1	-5	O=C(C(Cc1ccc(Cl)cc1)NS(=O)(=O)c1ccccc1)N1CC[C@@]2(O)CCCC[C@H]2C1 (stereo partly specified)
6	-6	CON1C(=O)CN(C(C)=O)C1c1ccc(Cl)cc1Cl (stereo unspecified)
-6	-1	COC(=O)c1sccc1-n1cccc1C(=O)C(=O)N1CCCCC1
-3	-8	COc1cccc(C(=O)Nc2ncc3c(n2)CC(C)CC3=O)c1 (stereo unspecified)
-14	31	CCCOc1cccc(C(=O)N(Cc2ccc(OC)c(OC)c2)C2CCS(=O)(=O)C2)c1 (stereo unspecified)

# Going on with the list.
FXIIa single	FXIa inh	SMILES
11	-1	O=c1c2c(nc3nc[nH]n13)CCC2
4	-6	c1ccc2[nH]c(CSc3nc4ccccc4s3)nc2c1
5	-3	COC(=O)c1c(NC(=O)CSc2nnc(-c3ccco3)n2C)sc(C)c1C
0	-2	Nc1nc(Nc2ccc(Cl)cc2)nc2ccccc12
-11	-16	O=S(=O)(c1ccc(N2CCCC2)nc1)N1CCOCC1
10	4	Oc1c(C=Nc2cccc3cccnc23)sc2ccccc12
0	-7	CCCOc1ccc(/C(O)=C2/C(=O)C(=O)N(CCCn3ccnc3)C2c2ccco2)cc1 (stereo unspecified)
6	-6	COc1cc(-c2noc(CCCC(=O)NC3CCCCC3)n2)cc(OC)c1OC
1	-5	Cc1sc2c(c1C)c(=O)nc1scc(C)n12
29	0	CCc1ccc2oc(=O)cc(CN3CCCCC3C)c2c1 (stereo unspecified)
4	-2	COc1ccc(OC)c(C(=O)CSc2nnnn2C)c1
7	-1	O=C(NCCN1CCOCC1)c1ccc(F)cc1
3	-1	c1coc(CNc2nc3ccccc3n2CCN2CCOCC2)c1
-13	1	COc1ccccc1N(C)S(=O)(=O)c1ccc(C(=O)N(CC(N)=O)C(C)C)cc1
12	-3	Cc1ccc(S(=O)(=O)N2CCOCC2)cc1C(=O)NCc1ccc2c(c1)OCO2
-11	15	NNc1ncnc2c1cnn2-c1ccccc1
20	-3	CC(=O)c1c(C)n(CCO)c2ccc(O)cc12
1	0	CCCCNC(=O)c1nnn(-c2ccccc2)c1N
5	-2	Cc1ccc(S(=O)(=O)CC(=O)NC(C)(C)C)cc1
-16	-12	Cn1c(NC(=O)CCC2CCCCC2)cc(=O)n(C)c1=O

# Among those listed so far, these contain an aryl thioether with sulfur outside any ring.
FXIIa single	FXIa inh	SMILES
6	-3	COC(=O)c1c(C)[nH]c(C(=O)CSc2ccc(Cl)cc2)c1C
6	-11	COc1cccc(NC(=O)CSc2nnc(-c3ccoc3C)n2CC2CCCO2)c1 (stereo unspecified)
6	4	Cn1c(Cc2ccccc2)nnc1SCC(=O)c1cccs1
4	-6	c1ccc2[nH]c(CSc3nc4ccccc4s3)nc2c1
5	-3	COC(=O)c1c(NC(=O)CSc2nnc(-c3ccco3)n2C)sc(C)c1C
4	-2	COc1ccc(OC)c(C(=O)CSc2nnnn2C)c1

# New compounds follow:
FXIIa single	FXIa inh	SMILES
6	0	CC1(C)Cc2c(ccc3ccccc23)/C(=C/C(=O)N2CCCCC2)N1
3	8	CCCCN(CC)c1nc(-c2ccncc2)nc2ccccc12
4	3	COc1ccc(C)cc1NC(=O)C(CCS(C)(=O)=O)NC(C)=O (stereo unspecified)
4	-3	O=C(Nc1cccc(F)c1)c1cccc(S(=O)(=O)N2CCOCC2)c1
-14	30	CCn1c(CNc2nc3ccccc3n2C(C)C)nc2ccccc21
0	-8	Cc1ccc2c(c1)nc(NCCCO)n2C
-13	-13	CCCn1c(SCC(=O)NC23CC4CC(CC(C4)C2)C3)n[nH]c1=O
4	9	Cc1sc2nc(CN3CCOCC3)nc(NCCc3ccccc3)c2c1C
7	-10	COc1ccc(C(=O)OCC(=O)NCC2CCCCC2)cc1S(=O)(=O)N1CCCc2ccccc21
4	-6	CCOC(=O)c1ccc(S(=O)(=O)N2CCN(S(=O)(=O)CC)CC2)cc1
6	9	CCOC(=O)C1CCN(C(C)=C2C(=O)c3ccccc3C2=O)CC1
7	3	Cc1cccc(NCc2cc(Cl)cc(Cl)c2O)n1
5	2	CSc1ccc(S(=O)(=O)Nc2ccc(S(=O)(=O)Nc3ccc(C)cc3)cc2)cc1
5	-4	O=C(CNS(=O)(=O)c1ccc(Br)s1)N1CCN(C(=O)c2ccco2)CC1
8	3	COc1cc(NS(=O)(=O)c2ccc(NC(=S)NC(=O)CC(C)C)cc2)nc(OC)n1
-3	-6	CCOC(=O)c1c(C)n(C)c2ccc(OC(C)=O)cc12
3	-3	CCCCOCCCNc1ncnc2c1[nH]c1ccccc12
-16	4	CCOc1ccc(S(=O)(=O)Nc2ccc(O)c(Sc3ncn[nH]3)c2)cc1
-9	-10	CCC(=O)N1CCn2c1nc1ccccc12
6	-2	Cc1cc(Nc2ccccc2)n(C(=O)c2ccccc2)n1

# More compounds
FXIIa single	FXIa inh	SMILES
4	8	Cc1ccc(NC(=O)CNc2ccc(OC(C)C)cc2)c(C)c1
-1	-1	c1cnc2ccc(C(c3nnnn3C3CCCC3)N3CCN4CCCC4C3)cc2c1 (stereo unspecified)
1	0	Brc1ccc(N=C/C=C/C=C/Nc2ccc(Br)cc2)cc1
11	3	COc1ccc2c(c1)N(C)C(=O)CC(c1ccccc1)=N2
3	-4	CCOC(=O)c1c(C)[nH]c(C(=O)CSc2nnnn2-c2ccccc2)c1C
2	-1	CC(C(=O)N1CCCc2ccccc21)N1CCN(S(=O)(=O)c2ccccc2F)CC1 (stereo unspecified)
6	7	O=C(Nc1ccccc1)c1ccn[nH]1
-14	15	CN1C(=O)C(O)(CC(=O)c2ccncc2)c2ccccc21 (stereo unspecified)
8	-3	COc1ccc(C)cc1S(=O)(=O)NCCc1ccccc1
8	-6	O=C(CCSc1nnc(-c2ccncc2)o1)Nc1cccc2ccccc12
7	-10	CCn1c(CNC(=O)Cc2ccc(OC)cc2)nnc1SCC(=O)NC1CCCCC1
0	3	COc1ccc(CNC(=O)CCCOc2cc(=O)n(C)c3ccccc23)cc1
-3	-4	O=S(=O)(c1cccc(S(=O)(=O)N2CCOCC2)c1)N1CCCCC1
0	-6	CCOc1ccccc1N(CC(=O)Nc1cc(OC)ccc1OC)S(C)(=O)=O
2	6	CCCOc1ccc(NCC(=O)Nc2ccc(C)cc2C)cc1
2	0	CC(=O)N1CCC(N(CCCOC(C)C)C(=O)Nc2ccc(C)c(C)c2)CC1
-13	28	COc1ccc(/C=N/n2c(SC)nnc(C(C)(C)C)c2=O)cc1OC
3	-7	CCc1nnc(NC(=O)CCC(=O)N2CCN(Cc3cc(Cl)ccc3OC)CC2)s1
-17	33	Cc1cccc(NC(=O)Cn2c(=O)n(C)c3ccccc32)c1
-12	15	Cc1c(C(=O)OC(C)C)sc2nc[nH]c(=O)c12

# (list continues)
FXIIa single	FXIa inh	SMILES
0	6	COc1cccc(Cn2cccc(NC(=O)Nc3ccc(C#N)cc3)c2=O)c1
0	1	CCOC(=O)c1cc(CC)sc1NC(=O)c1cc(OC)c(OC)c(OC)c1
8	-3	O=C(CSc1cccc2cccc(Cl)c12)OCC(=O)N1CCN(C(=O)c2ccco2)CC1
3	-5	Cc1nc(N2CCN(S(=O)(=O)c3ccccc3)CC2)c2cc(-c3ccccc3)sc2n1
20	1	CCOC(=O)c1nnn(-c2nonc2N)c1COc1ccc(F)cc1
-13	-18	Cc1ccc2c(c1)C(CCN)C(=O)N2Cc1ccccc1 (stereo unspecified)
-3	-3	Cn1c(SCC(=O)Nc2cccc(Br)c2)nnc1-c1cc2ccccc2o1
-19	8	CCOC(=O)c1[nH]c2ccc(OC)cc2c1NC(=O)C(C)N1CCSCC1 (stereo unspecified)
-4	-4	CCCOc1ccccc1NC(=O)/C=C/C(N)=O
17	-3	CN1CCC(OC(=O)c2ccc(Br)cc2)CC1
2	0	Cc1ccc(C(=O)c2ccccc2C(=O)O)s1
7	5	O=C(COc1ccccc1)NCc1ccccc1
8	2	COc1ccc(NC(=O)/C(=C\c2ccc(OS(=O)(=O)c3ccc(C)cc3)cc2)NC(=O)c2ccccc2)cc1
14	0	COc1ccc2cnn(-c3ccc(C)cc3)c(=O)c2c1OC
-7	-4	Cn1nc(-c2ccc(C(=O)O)cc2)c2ccccc2c1=O
-14	24	CC(CCc1ccccc1)NC(=O)c1ccccc1 (stereo unspecified)
9	0	Cc1cc(=O)[nH]c(N/N=C/c2ccco2)n1

# These rows are one share of the data, so the mix of outcomes need not match the whole.
